# S3 lipid droplet – qHTS Assay for Lipid Storage Modulators in Drosophila S3 Cells; Drosophila S3 cells, BODIPY lipid droplet fluorescence, 18-24 h; cells fed with added oleic acid; Potency in µM for hits, for the others lipid storage change, negative = inhibition, % at the top dose, mostly 46.1 µM; hit rate 0.64% among 320,000; active = well fitted inhibition curve with a large enough effect in the signal ratio, with a control signal flat, not every such curve was filed as active; inconclusive = small, poorly fitted or top-dose-only effect, or effect the other way, or a change in a side signal; the % refers to the signal ratio
#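 Laser-scanning cytometry quantifies lipid droplet accumulation (500–530 nm total intensity; droplet/cell object ratio) in oleic acid-fed (400 uM added) Drosophila S3 cells treated with a concentration series. 20 uM Triacsin C defined 100% inhibition.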
# S3 lipid droplet cell count max – recorded beside S3 lipid droplet, whose call it bears; cell number change, %; measured here: cell count max response;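 cells counted by Cell Tracker Red CMTPX staining in the red channel; peak over a dose series mostly up to 46.1 µM; percent activity relative to internal control wells on each plate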
# The depositor's hits bear a star; i = inactive; ? = inconclusive; / = no result given. % is set by controls: 0 for no effect and ±100 for the full control effect; potency is the fitted concentration of half-maximal effect. A portion of the library; the hit share may differ from the screen's.
# Every second line gives: S3 lipid droplet, S3 lipid droplet cell count max
- CCOc1ccccc1N=C1SC(CC(=O)Nc2ccc(OC)cc2OC)C(=O)N1CCC1=CCCCC1 (stereo not given)
    25.9µM*, -18.8*
- NC(=O)COC(=O)c1ccc2c(c1)S(=O)(=O)c1ccccc1C2=O
    ?, /
- O=C(Nc1ccc(N2CCCCC2)cc1)c1ccccn1
    ?, /
- Cc1ccc(C)c(C(=O)NC2CC(C)(C)NC(C)(C)C2)c1
    i, /
- Cc1ccc(C(=O)C(C)OC(=O)CN2C(=O)NC3(CCCC3)C2=O)cc1 (stereo not given)
    ?, /
- Cc1ccc(C(=O)/C=C/c2ccc3c(c2)OCO3)o1
    i, /
- CC(C)c1nc(SCC(=O)Nc2ccc3c(c2)OCO3)n[nH]1
    ?, /
- CCn1ccnc1C(O)c1ccc(N(C)C)cc1 (stereo not given)
    ?, /
- O=C(c1ccccc1)N1CCN(c2ccc([N+](=O)[O-])c(NCc3cccnc3)c2)CC1
    -14.5%, 2.1
- CCOc1ccc(C(=O)Nc2ccc3c(c2)C(=O)NC3=O)cc1
    -17.9%, 22.2
- CNS(=O)(=O)c1cccc(C(=O)Nc2cccnc2)c1
    ?, /
- O=C1CCN(Cc2ccccc2)S(=O)(=O)c2ccc(C(F)(F)F)cc21
    ?, /
- Cc1ccc(S(=O)(=O)N2CCOC2CNC(=O)C(=O)NCCc2ccccc2)cc1 (stereo not given)
    ?, /
- O=C(Cn1cnc(Cl)c1Cl)c1ccccc1
    -6.6%, -3.8
- CCOc1ccc(-n2c(C)c(C(C)=O)c3cc(O)ccc32)cc1
    ?, /
- C=C1C(=O)[C@@]23[C@H](O)C[C@@H]4C(C)(C)CC[C@H](O)[C@@]4(C)[C@@H]2CC[C@@H]1[C@H]3O
    ?, /
- O=C(NCc1ccncc1)c1cccc(S(=O)(=O)Nc2ccc(SC(F)F)cc2)c1
    1.9%, -24.2
- Cc1ccc(OCCCCN2CCCCC2)cc1
    ?, /
- COc1ccccc1Nc1nnc(SCc2cc(=O)n3cc(C)ccc3n2)s1
    ?, /
- Cc1ccc(-c2cc(C(=O)N3CCCCCC3)no2)cc1
    -1.0%, -5.3

# Another view of 2 compounds above.
structure | S3 lipid droplet | S3 lipid droplet cell count max
O=C1CCN(Cc2ccccc2)S(=O)(=O)c2ccc(C(F)(F)F)cc21 | ? | /
Cc1ccc(S(=O)(=O)N2CCOC2CNC(=O)C(=O)NCCc2ccccc2)cc1 (stereo not given) | ? | /

# Carrying on.
# Every second line gives: S3 lipid droplet, S3 lipid droplet cell count max
- N#Cc1cc(N)c(Nc2ccccc2)cc1C#N
    2.8%, -7.6
- COc1ccc(/C=N\NC(=O)CNC(=O)C(c2ccccc2)c2ccccc2)cc1[N+](=O)[O-]
    ?, /
- CN(c1ccccc1)S(=O)(=O)c1ccc(C(=O)Nc2ncccc2O)cc1
    ?, /
- CCOC(=O)NC(=O)CSc1nc2ccc(OCC)cc2[nH]1
    ?, /
- O=C(N=Nc1c(O)[nH]c2ccc([N+](=O)[O-])cc12)c1ccccc1Cl
    ?, /
- Cc1nc(SCC(=O)c2c(C)[nH]c3ccccc23)c2c(=O)n(C)c(=O)n(CC(C)C)c2n1
    19.9%, 5.1
- CC(=O)C1=C(O)C(=O)N(CCC(=O)O)C1c1ccccc1[N+](=O)[O-] (stereo not given)
    ?, /
- O=[N+]([O-])c1cc(-c2n[nH]c(-c3ccccc3)n2)cc([N+](=O)[O-])c1
    ?, /
- COC(=O)C(=Cc1ccc(OCc2ccc([N+](=O)[O-])cc2)c(OC)c1)C(=O)OC
    ?, /
- COc1cccc(OC)c1/C(O)=C(\C#N)c1nc2ccccc2[nH]1
    ?, /
- Cc1c(C(=O)OCC(=O)Nc2c(C)n(C)n(-c3ccccc3)c2=O)oc2ccccc12
    ?, /
- Cc1cc(C)c2c(SC(C)C)nc(N)nc2n1
    ?, /
- Cc1cc(C)n(S(=O)(=O)/C=C/c2ccccc2)n1
    ?, /
- CCn1c(COc2ccccc2C)nnc1SCC(=O)NCc1ccccc1
    ?, /
- CN(CCO)S(=O)(=O)c1ccc2c(c1)C(=NN)c1cc(S(=O)(=O)N(C)CCO)ccc1-2
    -0.5%, 11.4
- COc1cc(OC)cc(C(=O)NCCCn2ccnc2)c1
    ?, /
- Cc1noc(C)c1CSCC(=O)N1CCN(c2ccc(F)cc2)CC1
    ?, /
- O=C(NC1=NCCS1)c1sc2ccccc2c1Cl
    ?, /
- NC(=O)CC(NC(=O)c1ccccc1)c1ccc(N2CCN(c3ccccc3)CC2)c([N+](=O)[O-])c1 (stereo not given)
    ?, /
- CN1CCN(S(=O)(=O)c2cccc(C(=O)N(c3ccccn3)C3CCCCC3)c2)CC1
    6.7%, -0.2
- COC(=O)c1ccc(C(C2C(=O)CC(C)(C)CC2=O)C2C(=O)CC(C)(C)CC2=O)cc1
    -0.2%, 14.1
- COc1ccc(NC2=NC(=S)N(c3ccc(C)cc3)C23CCCCC3)cc1
    ?, /
- CCN(CC)C(=O)c1sc(N)c(C(=O)OC(C)C)c1C
    4.1%, -1.5
- C1CCC(c2nn3c(-c4n[nH]c5c4CCC5)nnc3s2)CC1
    ?, /
- S=c1nc(SCc2ccccc2)[nH]c2ccccc12
    4.9%, 2.5
- C[C@@H]1NS(=O)(=O)[C@H]2C[C@@H]3C=C[C@]2(O3)[C@H]1OC(=O)c1ccccc1Br
    ?, /
- COc1ccc(-n2c(SCC(=O)Nc3ccccc3)nc3c(c2=O)SCC3)cc1
    ?, /
- Cc1ccc(-c2nn(-c3cccc(F)c3)cc2CNCCc2ccncc2)o1
    ?, /
- CC(=O)Oc1ccc(N(C(C)=O)S(=O)(=O)c2cccs2)c2ccccc12
    ?, /
- O=C(NCCN1C(=O)S/C(=C\c2ccc(Cl)cc2)C1=O)c1ccc(F)c(S(=O)(=O)N2CCOCC2)c1
    ?, /
- O=C(CN1CCC(NC(=O)C2CC2)CC1)Nc1ccccc1[N+](=O)[O-]
    ?, /
- O=c1c2c3c(sc2nc(NCCO)n1Cc1ccco1)CCCCC3
    4.7%, 12.7
- COc1ccc(NC(=O)CSc2nc3c(c(=O)n2-c2ccc(C)cc2)SCC3)c(OC)c1
    ?, /
- Cc1ccccc1-c1cc(-c2ccccc2O)on1
    i, -13.7
- CC1CCCC(C)N1CCCNC(=O)Cn1c(=O)c2cccn2c2cccnc21 (stereo not given)
    11.8%, 13.3
- O=C1CCC([N+](=O)[O-])C(c2cc3c(cc2Br)OCO3)N1 (stereo not given)
    4.5%, 6.7
- COc1ccc(CNC(=O)C(C)OC(=O)c2cccn2C)cc1 (stereo not given)
    ?, /
- CCCN(C(=O)c1ccccc1N)c1c(C)n(C)n(-c2ccccc2)c1=O
    11.1%, -1.3
- CC(=O)Nc1c(O)nc(SCc2ccc(Cl)cc2)[nH]c1=O
    ?, /
- CC(/C=C/c1ccco1)=N\NC(=O)CNc1cccc(C)c1
    9.5%, 3.6
- CN1CCc2c(sc3c2c(=O)n(-c2ccccc2)c2n[nH]c(=S)n32)C1
    ?, /
- CS(=O)(=O)c1ccc(Cl)c(NC(=O)COC(=O)c2cccc(S(=O)(=O)N3CCCCC3)c2)c1
    i, -27.3
- O=C(Cc1ccccc1)N/N=C/c1cc2c(cc1Cl)OCO2
    ?, /
- Cc1cc(C)n(CC(=O)Nc2ccccc2)n1
    ?, /
- N#C/C(=C\c1ccc(-c2ccc(Br)cc2)o1)C(=O)NCCc1c[nH]c2ccccc12
    ?, /
- O=C(Nc1nc2ccc(F)cc2s1)C1CCN(S(=O)(=O)c2cc([N+](=O)[O-])ccc2Cl)CC1
    ?, /
- COc1ccc(-n2nc(C(=O)NCc3ccco3)c3c4ccccc4n(C)c3c2=O)cc1
    ?, /
- COc1ccc(NC(=O)c2ccc(OCC3CCCO3)cc2)cc1Cl (stereo not given)
    ?, /
- Cc1ccc2c(cnn2C(=O)CCCC(=O)NC(C)c2ccccc2)c1 (stereo not given)
    ?, /
- Cc1c(CCOC(=O)c2ccccc2)sc[n+]1CC(=O)c1ccc(Br)cc1
    ?, /
- Cc1nsc(Nc2ccccc2)c1C#N
    -4.9%, -4.9
- Cc1ccc(-c2nc3c(c(=O)[nH]c(=O)n3Cc3ccccc3)n2Cc2ccccc2)o1
    ?, /
- Cc1ccc2nc3c(cc(C#N)c(=N)n3CC3CCCO3)c(=O)n2c1 (stereo not given)
    ?, /
- CC(C)=C(NC(=O)c1ccccc1)C(=O)Nc1ccc(C(=O)O)cc1
    ?, /
- O=C(O)c1ccc(Cl)c(S(=O)(=O)N2CCCCCC2)c1
    ?, /
- O=C(Cn1cnc2c(nnn2Cc2ccc(F)cc2)c1=O)N1CCCc2ccccc21
    10.4%, -2.0
- C/C(=N\NC(=O)c1ccncc1)c1ccc(N2CCOCC2)cc1
    ?, /
- COCc1ccc(C(=O)N2CCCCC2C(=O)Nc2ccc(-n3nc(C)cc3C)cc2)o1 (stereo not given)
    ?, /
- O=C(NCCOc1ccc(Cl)cc1)C(=O)NCC1CCCO1 (stereo not given)
    12.5%, 7.2
- CC1CN(C(=O)c2ccccc2Nc2ccc(SC(F)F)cc2)CC(C)O1 (stereo not given)
    ?, /

# New compounds follow.
# Every second line gives: S3 lipid droplet, S3 lipid droplet cell count max
- COc1ccc(-c2noc(CCCC(=O)Nc3ccc(C(N)=O)cc3)n2)cc1
    ?, /
- COc1ccc(CC(=O)N2CCN=C2SC)cc1OC
    i, /
- Fc1nc(N2CCCC2)c(F)c(Oc2ccccc2Oc2c(F)c(F)nc(N3CCCC3)c2F)c1F
    0.0%, /
- CN1CCN(CCNC(=O)c2cc3c(=O)n(C)c4ccccc4c3n2C)CC1
    -15.3%, 19.8
- CC1(C)CN(c2cccc(C#N)c2)C1=O
    ?, /
- O=C(Cc1ccc(Cl)cc1)Nc1ccccn1
    i, 6.9
- COc1cccc(C2c3[nH]c4ccccc4c3CCN2Cc2cccn2-c2ncccn2)c1 (stereo not given)
    ?, /
- COc1cccc(N2CCN(c3ncnc4c3[nH]c3ccc(F)cc34)CC2C)c1 (stereo not given)
    ?, /
- COc1ccc(-n2c(-c3cccc(OC)c3)nc(=S)c3c2CCCC3)cc1
    0.6%, 1.5
- COc1ccc(S(=O)(=O)N2C3CCC2CC(NC(=O)C2CC2)C3)cc1 (stereo not given)
    ?, /
- CCOC(=O)C1CCN(c2ncnc3c(C)csc23)CC1
    ?, /
- COc1ccc(CCNC(=O)C(=O)NCc2ccc(Cl)cc2)cc1OC
    -0.5%, 1.5
- O=C(Nc1ccc2c(c1)OCCO2)C1CCN(S(=O)(=O)c2cccs2)CC1
    ?, /
- CCCn1c(C2CCCN2c2nc(-c3ccc(C)cc3)cs2)nc2cc(Cl)c(N3CCCCC3)cc21 (stereo not given)
    ?, /
- Cc1ccc(C(=O)CSc2nnc(CNc3nc(-c4ccccc4)cs3)n2C)cc1
    ?, /
- CCC(C)Sc1ccc([C@H]2N[C@@](CC(C)C)(C(=O)OC)[C@H]3C(=O)N(C)C(=O)[C@@H]23)cc1 (stereo not given in full)
    ?, /
- CN(CCNC(=O)c1ccc(/C=N/O)nc1)Cc1ccccc1
    3.9%, -10.7
- COc1ccc(Cl)cc1NC(=S)NCCSc1ccc(C)cc1
    ?, /
- COc1ccc(CN(C)C(=O)c2ccccc2Sc2ccccc2C#N)cc1OC
    -11.8%, -11.4
- O=C(CSc1nc2ccccc2o1)NC(=O)NCc1ccccc1
    4.5%, -7.7
- O=C(NCC(=O)N1CCCCCCC1)c1ccc(Cl)cc1
    ?, /
- COc1cccc(NC(=O)CN(C)C(=O)c2cc3c(s2)CCCC3)c1
    ?, /
- COc1ccccc1NS(=O)(=O)c1cc(NC(=O)CNC(=O)c2ccccc2)ccc1C
    ?, /
- O=C(Nc1ccc([N+](=O)[O-])cn1)C1CCCCC1
    ?, /
- COc1ccccc1C(C)NC(=O)CCOc1cccc(C)c1 (stereo not given)
    14.5%, 23.7
- O=C(O)/C=C/c1ccc2c(-c3ccccc3)onc2c1
    ?, /
- Cc1cc(Cl)ccc1NC(=S)N1CCN(C(=O)c2ccco2)CC1
    ?, /
- CCc1c(O)nc(SCC(=O)Nc2ccc(C)cc2)n(C2CCCCC2)c1=O
    ?, /
- CCCC(=O)Nc1ccc(C(=O)N/N=C/c2ccc([N+](=O)[O-])o2)cc1
    14.6µM*, -15.2*
- Cc1cc(C)c(NC(=O)C2CCN(C(=O)c3ccco3)CC2)c(C)c1
    ?, /
- O=C(CSCc1ccccc1Br)N/N=C/c1ccc(OCC(=O)N2CCCCC2)cc1
    -11.5%, -22.2
- CN1CC(=O)N(CC(=O)Nc2ccc3c(c2)CCC3)C1=O
    ?, /
- O=C(NCCN1CCCC1)c1cccc(Cl)c1
    -7.8%, -3.7
- CCOC(=O)c1cnc(N2CCOCC2)[nH]c1=O
    ?, /
- O=C1CC(Nc2ccccc2)C(=O)N1Cc1ccccc1 (stereo not given)
    ?, /
- Cc1oc(CC(C)C)cc1C(N)=O
    ?, /
- CC(C)n1c(SCC(=O)NC2CC2)nnc1-c1ccco1
    -22.2%, 19.1
- COC(=O)c1ccc(CN2C(=O)c3ccccc3C2=O)o1
    ?, /
- CC(=O)Nc1ccc(S(=O)(=O)N(C)CCOCc2ccccc2)cc1
    i, 5.5
- Cc1ccccc1S(=O)(=O)Nc1ncnc2sccc12
    ?, /
- Cc1cc(C)c(NC(=O)CS(=O)CC(=O)NC2CCCc3ccccc32)c(C)c1 (stereo not given)
    ?, /
- C#C[C@]1(O)CC[C@H]2[C@@H]3CCc4cc(OC)ccc4[C@H]3CC[C@@]21C
    10.3%, -11.2

# Source: PubChem BioAssay (National Center for Advancing Translational Sciences (NCATS))
